# AmpC det inh – blocks E. coli AmpC beta-lactamase in presence of detergent; Potency, µM (highest dose often 28.7 µM), for the others: top-dose activity change, negative = inhibition; P00811; 71,000 tested, 0.09% active; purified AmpC, nitrocefin hydrolysis with detergent; active = well fitted curve in the direction sought with a large enough effect
# Target sequence (P00811 whole entry, looked up): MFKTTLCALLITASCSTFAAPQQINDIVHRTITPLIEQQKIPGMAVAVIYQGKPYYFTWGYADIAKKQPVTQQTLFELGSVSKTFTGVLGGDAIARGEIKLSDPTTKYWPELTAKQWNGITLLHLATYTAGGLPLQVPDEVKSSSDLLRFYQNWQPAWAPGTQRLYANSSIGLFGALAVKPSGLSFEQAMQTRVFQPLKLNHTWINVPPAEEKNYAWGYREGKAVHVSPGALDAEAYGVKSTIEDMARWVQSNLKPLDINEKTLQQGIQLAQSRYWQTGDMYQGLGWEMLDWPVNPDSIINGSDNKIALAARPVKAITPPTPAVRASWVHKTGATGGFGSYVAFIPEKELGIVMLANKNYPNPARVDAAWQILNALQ
#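 E. coli AmpC (5.3 nM) in 20 mM phosphate pH 7.0 with 0.01% Triton X-100, preincubated 15 min RT with compound; nitrocefin (2 uL of 800 uM stock) hydrolysis followed by 480 nm absorbance every 20 s over 4 min.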
# Active calls of the source: *; & = joins results of further samples; [ ] = dose if it differs, or a comment. % is scaled to controls: 0 for no effect and ±100 for the full control effect; potency is read from the fitted curve at half-maximal effect. The list is partial; count on the stated rates, not on these rows.
SMILES,AmpC det inh
CCOc1ccc(-n2c(-c3ccco3)n[nH]c2=S)cc1,13%
O=C(NCc1ccc2c(c1)OCO2)C1CCCN(S(=O)(=O)c2cccc3cccnc23)C1 (configuration not stated),12%
O=S(=O)(c1ccc2c(c1)C(=NO)c1cc(S(=O)(=O)N3CCCCC3)ccc1-2)N1CCCCC1,1%
CNC(=O)c1c(C)nc(SCC(=O)NCc2ccc(OC)cc2)c(C#N)c1-c1ccco1,-3%
O=C(c1cnccn1)N1CCC2(CCCN(c3ncccn3)C2)CC1,-2%
CC1CCN(S(=O)(=O)c2ccc3c(c2)CCN3C(=O)CCC(=O)O)CC1,-7%
CN(c1ccc(C(=O)N2CCCCC2)cc1)S(C)(=O)=O,-5%
CCN(CC)C(=O)CSc1nnc(-c2ccccc2)n1-c1ccccc1,1%
CC(NC(=O)Nc1ccccc1C(F)(F)F)C1CCCO1 (configuration not stated),-7%
O=c1c2ccccc2ncn1C1CCCCC1,-2%
CC(C)N1C(=O)CN(C2CCCCCC2)C(=O)C1c1ccccc1F (configuration not stated),-6%
Clc1ccc(C(c2ccc(Cl)cc2)n2cc[n+](C[C@@H](OCc3ccc(Cl)cc3Cl)c3ccc(Cl)cc3Cl)c2)cc1,1%
CCOc1ccc(CCNC(=O)c2oc3c(c2C)-c2[nH]ncc2CC3)cc1OCC,8%
CC1=C(C#N)C(c2cn(-c3ccccc3)nc2-c2cccs2)C(C#N)=C(C)N1,-2%
CCOC(=O)C1CCN(Cc2c(F)cccc2Cl)CC1,-4%
O=C(O)c1c(Cl)cccc1Cl,9%
CC1(C)Cc2c(sc(NC(=O)c3ccco3)c2C#N)C(C)(C)N1,-2%
CCOC(=O)C1=C(N2CCCCC2)c2cc3c(n2C1=O)CCCC3,-1%
CCOc1ccc2[nH]c(=O)c(CN(Cc3ccc(C)cc3)C(=O)N3CCCC3)cc2c1,-9%
COc1cc(C(=O)NCc2nnc(SCC(=O)N3CCCCC3)o2)cc(OC)c1OC,-1%
FC(F)Oc1cccc2cccnc12,-2%
O=C(CSc1nnc(CCc2nc3ccccc3[nH]2)n1-c1ccccc1)NCc1ccco1,9%
NC(=O)CC12CC3CC(C1)CC(CC(N)=O)(C3)C2,-1%
C#CCOC(=O)[C@H](N)CC(N)=O,-5%[5.75 µM]
CC(C)CCNC(=O)NC(=O)CSc1nnc(-c2ccccc2F)n1N,26%
CCOC(=O)Cc1csc(NC(=O)CSc2nnc(-c3ccc(F)cc3)o2)n1,1%
COc1ccc(OCCSc2nnnn2C2CCCCC2)cc1,9%
O=C(Cn1c(=O)n(CC2CCCO2)c(=O)c2ccccc21)N1CCN(c2ccccc2)CC1 (configuration not stated),0%
S=C1SCN(Cc2ccccn2)CN1Cc1ccco1,-6%
O=C1CC(c2ccccc2)CN1C(=O)c1ccccc1 (configuration not stated),-2%
O=C(COc1ccccc1Cl)NC(=O)NC1CCCC1,17%
COc1ccc(-c2nc3scc(-c4ccccc4)n3n2)cc1,-5%
CCN(CC)C(=O)CN1CCN(c2ncccn2)CC1,11%
Cc1c(C(=O)Nc2ccc(N3CCOCC3)cc2)oc2ccccc12,-4%
Nc1ccc2cc3ccccc3cc2c1,12%
Cc1cc(C(=O)Nc2nnc(C(F)(F)F)s2)no1,-2%
COc1ccc(N(C)S(=O)(=O)c2cccc(C(=O)NC3=NCCS3)c2)cc1,-5%
COc1cc(NC(=O)c2ccco2)c(OC)cc1NC(=O)CCC(=O)Nc1cccc(C)c1C,1%
Cc1nc(SCC(=O)NCc2ccccc2)c2c(=O)n(C)c(=O)n(C)c2n1,8%
CCCn1c(SCC(=O)Nc2nnc(CC)s2)nc2c1c(=O)n(C)c(=O)n2C,0%
CCC(=O)N1CCc2cc(S(=O)(=O)NCCC(=O)N3CCc4ccccc4C3)ccc21,9%
CC1CC(C)CN(C(=O)CSCC(=O)Nc2nc(-c3cccs3)cs2)C1 (configuration not stated),13%
CN(C)C(=O)N1CCC(C(=O)NCc2ccccc2Cl)CC1,-3%
CN(C)S(=O)(=O)NCc1ccc2c(c1)OCO2,-6%
Cc1csc(SCC(=O)NC(=O)NCc2ccccc2)n1,23%
COc1ccc(C2CC(c3cccc(OC)c3OC)n3nnnc3N2)cc1 (configuration not stated),7%
O=C(CN1C2=NCCN2c2ccccc21)c1ccc(Br)cc1,-3%
CN(C)c1ccc(C(=C2C=CC(=[N+](C)C)C=C2)c2c(O)c(S(=O)(=O)O)cc3cc(S(=O)(=O)O)ccc23)cc1,-2%[5.75 µM]
COC(=O)C1(S(=O)(=O)c2ccc(C)cc2)CCOCC1,-3%
CCc1nnc(NC(=O)CC(=O)Nc2ccccc2C(=O)O)s1,8%
# Other entries follow:
SMILES,AmpC det inh
Cc1cc(C(=O)NC(C)c2ccncc2)cs1 (configuration not stated),-3%
CCCC(CCC)C(=O)O,8%&-1%
CCOC(=O)c1c(-c2ccccc2)oc2ccc(O)c(CN3CCOCC3)c12,-4%
O=C(CSc1nnc(CNc2ccc(F)cc2)o1)N1CCCc2ccccc21,-2%
CC(C)(O)C(=O)Nc1ccc([N+](=O)[O-])c(C(F)(F)F)c1,9%
O=[n+]1c2c(n([O-])c3c1CCC3)CCCC2,-1%
CCCn1c(=O)c2[nH]c(-c3ccc(OCC(=O)Nc4ccc(C#N)cc4)cc3)nc2n(CCC)c1=O,-1%
CC(C(=O)NC1CCCC1)N(C(=O)c1snc(C(N)=O)c1N)c1ccc2c(c1)OCCO2 (configuration not stated),-3%
CCC(C)NC(=O)c1c(N)n(CCCOC)c2nc3ccccc3nc12 (configuration not stated),-8%
Cc1ccc(S(=O)(=O)Nc2nc3ccc(S(=O)(=O)N4CCCC4)cc3s2)cc1,-6%
O=C(CN1C(=O)CSc2ccccc21)N1CCc2ccccc21,13%
Cn1cccc1Cc1nnc(SCC(=O)Nc2ccc3c(c2)OCCO3)n1-c1ccc(F)cc1,7%
Cc1cc(NC(=O)CCCSc2nc(-c3ccco3)cc(C(F)(F)F)n2)no1,-6%
O=c1[nH]c(NCCO)nc2c1C1(CCCCC1)Cc1ccccc1-2,-4%
COc1ccc(-c2noc(CCCC(=O)O)n2)cc1,-2%
COc1ccc(NC(=O)C2CCCCN2CC(=O)OCc2ccccc2)cc1OC (configuration not stated),1%
Cc1cc(N2C(=O)C3CCCN3C2c2cccc(Cl)c2)no1 (configuration not stated),-4%
Cc1ccc2cc(CN(Cc3cccs3)Cc3nnnn3CC3CCCO3)c(=O)[nH]c2c1C (configuration not stated),0%
CCOC(=O)c1[nH]c2ccc(OC)cc2c1N=CN(C)C,9%
Cc1cccc(OCCCCc2c(C)n[nH]c2C)c1,-2%
CCN(CC)CCCn1c(=S)[nH]c2cc(Cl)ccc2c1=O,11%
CC(C)(C)n1nc2c(c1NC(=O)c1ccc(S(=O)(=O)N3CCCC3)cc1)CS(=O)C2 (configuration not stated),-1%
NC(=O)CSc1nnc(-c2ccc(S(=O)(=O)N3CCOCC3)cc2)n1Cc1ccccc1,14%
Cc1[nH]c(C)c(CN(C)C)c1CN(C)C,-2%[5.75 µM]
O/C(=C\Sc1nnc(Cc2ccccc2)o1)c1ccc(Br)cc1,15%
CCCCN(C(=O)c1ccc(Cl)cc1)C1CC2CCC(C1)N2C (configuration not stated),12%
O=C(CN1CCN(C(=O)N2CCCCC2)CC1)Nc1ccc(F)cc1,12%
NS(=O)(=O)c1ccc(-n2nncc2C23CC4CC(CC(C4)C2)C3)cc1,12%
Cc1ccc(CN2C(=O)CCC2C(=O)NCCCN2CCCCC2C)cc1 (configuration not stated),-1%
CN(C)CCN=Cc1c(O)n(-c2cccc(C(F)(F)F)c2)c(=O)[nH]c1=O,-4%
CCC/C(O)=C1\C(=O)CCCC1=NC(C)C(=O)O (configuration not stated),7%
CC(=O)N1CCC2(CCN(Cc3nccs3)CC2)CC1,1%
C(=C\c1ccccc1)/CN1CCN(c2ncnc3c2oc2ccccc23)CC1,-2%
CP(=O)(O)CCCN,15%&-1%&1%
c1ccc(CNc2ccnc(-c3ccoc3)n2)cc1,8%
O=S(=O)(c1ccc2c(c1)OCCO2)N1CCC(c2nc3ccccc3s2)CC1,0%
CN(C)c1ccc(NC(=O)c2ccc(COc3cccc(Cl)c3)o2)cc1,9%
O=c1[nH]c2ccc(S(=O)(=O)N3CCCCC3)cc2[nH]1,11%
O=C(NC1CCCC1)C(c1ccc(N2CCOCC2)cc1)N(Cc1ccco1)C(=O)c1ccco1 (configuration not stated),7%
CC1Cc2nc(SCC(=O)Nc3ccc(F)cc3F)n(C)c(=O)c2S1 (configuration not stated),-2%

# Reprinted from the results shown, two compounds:
SMILES,AmpC det inh
CCC/C(O)=C1\C(=O)CCCC1=NC(C)C(=O)O (configuration not stated),7%
CC(=O)N1CCC2(CCN(Cc3nccs3)CC2)CC1,1%

# Next entries:
SMILES,AmpC det inh
O=C(O)c1nn(-c2ccc(Cl)cc2)c2c1C(=O)c1ccccc1C2=O,-6%[5.75 µM]
c1ccc(-n2cnnc2SCc2nc3ccccc3s2)cc1,-2%
COc1ccc(N=C2C(=O)Nc3c(C)cccc32)cc1,-4%
CC(C)(C)NC(=O)COC(=O)c1snc(C(=O)NC2CCCCC2)c1N,13%
O=C(CCn1c(=O)[nH]c2ccsc2c1=O)N1CCc2ccccc2C1,11%
CCN1CCN(C(c2ccccc2OC)c2nnnn2C2CCCCC2)CC1 (configuration not stated),8%
O=C(Cn1nc(-c2cccc(Cl)c2)ccc1=O)Nc1cccnc1,10%
COC(=O)c1ccc(-c2n[nH]c(=O)c3ccccc23)cc1,11%
O=C(CN(c1ccc2c(c1)OCCO2)S(=O)(=O)c1ccccc1)NCC1CCCO1 (configuration not stated),-7%
CCOC(=O)C1=C(CN2CCC(C)CC2)NC(=O)NC1c1ccc(Cl)cc1 (configuration not stated),-4%
CC1=C(Sc2nc3ccccc3[nH]2)C(=O)NC(C)(C)C1,-2%
COC(=O)N1[C@H](C)C=C[C@]1(Cc1ccccc1)C(=O)NCCCNc1ncc(C(F)(F)F)cc1Cl,4%
COc1cc(Br)cc2cc(C(=O)N3CCCCC3C)c(=O)oc12 (configuration not stated),-2%
Nc1cccc(-c2nc3ccccc3[nH]2)c1,-1%
COC(=O)c1ccc(Cn2cnc3c(cnn3-c3ccc(C)c(C)c3)c2=O)o1,12%
CCc1n[nH]c2c1C(=O)CC(C)(C)C2,-4%
NC(N)=NCCCCN=C(N)N,-6%
Brc1ccc2ncnc(NCc3ccco3)c2c1,8%
N[C@H](Cc1cc(I)c(Oc2cc(I)c(O)c(I)c2)c(I)c1)C(=O)O,6%[12.8 µM]
O=S(=O)(c1ccc(S(=O)(=O)N2CCN(C3CCCCC3)CC2)cc1)N1CCCCCC1,-3%

# Reformatted with tabs: part of the list above.
canonical_smiles	AmpC det inh
CC1Cc2nc(SCC(=O)Nc3ccc(F)cc3F)n(C)c(=O)c2S1 (configuration not stated)	-2%
O=C(O)c1nn(-c2ccc(Cl)cc2)c2c1C(=O)c1ccccc1C2=O	-6%[5.75 µM]
c1ccc(-n2cnnc2SCc2nc3ccccc3s2)cc1	-2%
COc1ccc(N=C2C(=O)Nc3c(C)cccc32)cc1	-4%
CC(C)(C)NC(=O)COC(=O)c1snc(C(=O)NC2CCCCC2)c1N	13%
O=C(CCn1c(=O)[nH]c2ccsc2c1=O)N1CCc2ccccc2C1	11%
CCN1CCN(C(c2ccccc2OC)c2nnnn2C2CCCCC2)CC1 (configuration not stated)	8%
O=C(Cn1nc(-c2cccc(Cl)c2)ccc1=O)Nc1cccnc1	10%
COC(=O)c1ccc(-c2n[nH]c(=O)c3ccccc23)cc1	11%
O=C(CN(c1ccc2c(c1)OCCO2)S(=O)(=O)c1ccccc1)NCC1CCCO1 (configuration not stated)	-7%
CCOC(=O)C1=C(CN2CCC(C)CC2)NC(=O)NC1c1ccc(Cl)cc1 (configuration not stated)	-4%
CC1=C(Sc2nc3ccccc3[nH]2)C(=O)NC(C)(C)C1	-2%
COC(=O)N1[C@H](C)C=C[C@]1(Cc1ccccc1)C(=O)NCCCNc1ncc(C(F)(F)F)cc1Cl	4%
COc1cc(Br)cc2cc(C(=O)N3CCCCC3C)c(=O)oc12 (configuration not stated)	-2%
Nc1cccc(-c2nc3ccccc3[nH]2)c1	-1%
COC(=O)c1ccc(Cn2cnc3c(cnn3-c3ccc(C)c(C)c3)c2=O)o1	12%
CCc1n[nH]c2c1C(=O)CC(C)(C)C2	-4%
NC(N)=NCCCCN=C(N)N	-6%
Brc1ccc2ncnc(NCc3ccco3)c2c1	8%
N[C@H](Cc1cc(I)c(Oc2cc(I)c(O)c(I)c2)c(I)c1)C(=O)O	6%[12.8 µM]
O=S(=O)(c1ccc(S(=O)(=O)N2CCN(C3CCCCC3)CC2)cc1)N1CCCCCC1	-3%

# Next results:
SMILES,AmpC det inh
COC(=O)c1ccc(NC(=O)COc2ccc(S(=O)(=O)NC(C)C)cc2)cc1,-5%
Cc1ccc2[nH]c(=O)c(CN(CCc3ccccc3)Cc3nnnn3CC3CCCO3)cc2c1 (configuration not stated),0%
NS(=O)(=O)c1ccc(NC(=O)CN2CCN(Cc3ccccc3)CC2)cc1,-1%
COC(=O)C1=C(C)NC(=O)NC1/C=C/c1ccccc1 (configuration not stated),-5%
CC(=O)c1cccc(NC(=O)N2CCN(S(C)(=O)=O)CC2)c1,1%
C=C(C)c1cccc(C(C)(C)NC(=O)NCCCn2ccnc2)c1,9%
CC(=O)Nc1cc(OC(=O)c2ccco2)cc(OC(=O)c2ccco2)c1,8%
CCCc1cc(=O)n2[nH]c(-c3ccccc3)cc2n1,-2%
CCc1ccc(NC(=O)C2CCN(S(C)(=O)=O)CC2)cc1,-2%
O=C(NCC(=O)N(c1cccnc1)C(C(=O)NC1CCCC1)c1ccco1)c1cccs1 (configuration not stated),2%
CCN1C(=O)N(C)C(N(O)C(=O)NC)C1(C)C (configuration not stated),-6%
Cc1cc(N2CCN(c3ccccc3)CC2)n2nnnc2n1,7%
CCCCCCN(C(=O)CCCCCN1C(=O)NC(c2ccc(C3CCCCC3)cc2)C(C(=O)OCc2ccccc2)=C1C)C(C(=O)NCCCC)c1ccc(OCC(=O)OC)c(C(=O)OC)c1 (configuration not stated),13%
O=C(C1CCCN(S(=O)(=O)c2cccs2)C1)N1CCN(C2CCCCC2)CC1 (configuration not stated),12%

# Screening data deposited in PubChem by National Center for Advancing Translational Sciences (NCATS).
